Source: PubChem (National Center for Advancing Translational Sciences (NCATS))
SW480 rereplic = A quantitative high throughput screen for small molecules that induce DNA re-replication in SW480 colon adenocarcinoma cells | SW480 DNA re-replication, Hoechst DNA content imaging, 48 h | Potency, µM (doses to about 46.1 µM), inactives show at the top dose re-replication activation, usual class: activators | 340,000 compounds, 1.8% hits | AID 624297, 2012; note: potency is the fitted concentration of half-maximal effect; % of control where 0% means no effect; nearly all actives have a fitted effect of over 55% in size
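Cells (250 per well) received 23 nL compound or DMSO by pin tool and were kept 48 hr at 37 C, 5% CO2. Nuclei were then stained with Hoechst for 40 min and scanned for DNA content.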
D3 ag = qHTS of D3 Dopamine Receptor Agonist: qHTS; D(3) dopamine receptor (Homo sapiens), P35462; D3R DiscoveRx beta-arrestin cells, luminescence, 90 min; max activation, %; 410,000 compounds, 0.58% hits; AID 652048, 2013; in the data active = max activation above about 30%; note: 0% is about no effect; mostly tested at two doses, the higher about 12 µM
Target sequence (P35462 whole entry, looked up): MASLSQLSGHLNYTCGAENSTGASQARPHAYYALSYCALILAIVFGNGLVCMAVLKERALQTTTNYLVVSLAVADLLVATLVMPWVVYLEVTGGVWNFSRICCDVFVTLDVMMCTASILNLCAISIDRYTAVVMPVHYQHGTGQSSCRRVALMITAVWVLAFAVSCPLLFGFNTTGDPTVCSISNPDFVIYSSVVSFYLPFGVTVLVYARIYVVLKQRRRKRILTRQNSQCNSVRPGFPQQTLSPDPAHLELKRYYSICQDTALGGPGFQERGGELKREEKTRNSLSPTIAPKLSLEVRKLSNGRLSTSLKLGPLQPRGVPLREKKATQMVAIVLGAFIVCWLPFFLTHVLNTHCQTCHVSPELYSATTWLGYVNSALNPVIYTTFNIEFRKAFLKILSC
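Agonist-mode cell screen: cells plated at 1500/well and incubated overnight at 37 °C, then exposed to library compounds for 90 min at 37 °C. Detection reagent was added for 30–60 min at room temperature, and luminescence was read.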
KB-3-1 cytotox = qHTS assay for MDR1-selective chemotherapeutics: Primary screen using the parental adenocarcinoma cell KB-3-1. KB-3-1 viability, CellTiter-Glo ATP luminescence, 72 h. Potency, µM (titrated, usually from 46.1 µM), for inactives: top-dose activity change, negative = cytotoxic, most hits filed as cytotoxic. 400,000 compounds, 1.4% hits. AID 1347075, 2019; note: potency is the fitted concentration of half-maximal effect; % is set by controls: 0 for no effect and ±100 for the full control effect; nearly all actives have a fitted effect of over 60% in size
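72 h, 37 °C compound treatment of KB-3-1 parental cells; CellTiter-Glo added, 10 min, luminescence read. Data corrected against DMSO-only plates and normalized before curve fitting.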
IL-1B inflam inh = qHTS for Inhibitors of Inflammasome Signaling: IL-1-beta AlphaLISA Primary Screen | THP-1 LPS/ATP IL-1B secretion, AlphaLISA, 16 h; stronger effect = lower value | activity change, % at 57.5 µM | 360,000 compounds, 4.7% hits | AID 743279, 2014; in the data active = activity change below about -50%; inconclusive = mostly about -30% to -49%; note: % is set by controls: 0 for no effect and ±100 for the full control effect
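Secreted IL-1B measured by AlphaLISA bead assay after 16 h compound exposure of THP-1 cells; compounds (final up to 57.5 uM) added 1 h before LPS (250 ng/mL) and ATP (1.25 mM) stimulation; lower signal means less secretion.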
HT1080NT lethal = qHTS for induction of synthetic lethality in tumor cells producing 2HG: qHTS for the HT-1080-NT fibrosarcoma cell line; HT-1080-NT fibrosarcoma viability, CellTiter-Glo ATP luminescence, 48 h; Potency, µM (top dose mostly 46.1 µM), for the others: at the highest dose activity, negative = less viability, hits mostly cytotoxic; 360,000 compounds, 1.6% hits;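 note: NT is the 2HG producing partner of a matched IDH1 knockdown line; potency is the fitted concentration of half-maximal effect; 0% = DMSO-treated cells and -100% = media-only wells without cells; nearly all actives have a fitted effect of over 55% in size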
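Luminescent CellTiter-Glo readout after 48 hours of compound exposure at 37 degrees C defined viability of HT-1080-NT cells. Activity was normalized to DMSO wells and cell-free media wells; concentration-response curves were fitted and assigned curve classes.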
HT1080 IDH1KD tx = qHTS for induction of synthetic lethality in tumor cells producing 2HG: qHTS for the HT-1080-IDH1KD cell line; AID 686971, 2013; Potency, µM (series often up to 46.1 µM), without a hit: at the top dose activity, negative = toxicity, usual class: cytotoxic; 360,000 compounds, 2% hits; HT-1080 IDH1 knockdown viability, ATP luminescence, 48 h;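 note: potency is the fitted concentration of half-maximal effect; 0% = DMSO wells and -100% = cell-free medium wells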
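HT-1080-IDH1KD cells (IDH1 knocked down), 750/well in RPMI with 5% FBS, treated with compound 48 h at 37 degrees C. Viability by CellTiter-Glo luminescence, normalised to DMSO and no-cell wells; concentration-response curves classed.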
GLP1R ag = qHTS of GLP-1 Receptor Agonists; AID 624172, 2012; HEK293 GLP-1R CRE-luciferase, luminescence, 4-6 h; cells express a hypersensitive GLP-1R form; Potency, µM (highest dose often 45.6 µM), without a hit: top-dose activation, actives largely listed as activators; 380,000 compounds, 0.007% hits; note: potency is the fitted concentration of half-maximal effect; % of control where 0% means no effect
Target sequence (P43220 whole entry, looked up): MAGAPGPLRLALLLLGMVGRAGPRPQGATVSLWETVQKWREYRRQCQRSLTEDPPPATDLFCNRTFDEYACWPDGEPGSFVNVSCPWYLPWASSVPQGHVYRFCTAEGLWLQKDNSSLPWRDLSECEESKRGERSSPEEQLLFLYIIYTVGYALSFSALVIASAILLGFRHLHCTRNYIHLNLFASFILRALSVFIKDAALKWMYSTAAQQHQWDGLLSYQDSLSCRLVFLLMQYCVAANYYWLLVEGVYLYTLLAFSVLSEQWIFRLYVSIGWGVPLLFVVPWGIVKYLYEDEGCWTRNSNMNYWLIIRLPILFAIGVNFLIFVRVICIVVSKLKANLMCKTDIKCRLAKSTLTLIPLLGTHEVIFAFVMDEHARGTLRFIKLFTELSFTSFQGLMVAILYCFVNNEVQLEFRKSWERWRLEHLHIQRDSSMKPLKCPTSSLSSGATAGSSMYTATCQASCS
KB-V1 cytotox = qHTS assay for MDR1-selective chemotherapeutics: Primary screen using the drug-selected MDR subline cells KB-V1; KB-V1 MDR cells viability, CellTiter-Glo, 72 h; Potency, µM (highest dose often 46.1 µM), without a hit: top-dose activity change, negative = cytotoxicity, usual class: cytotoxic; 400,000 compounds, 3.4% hits; note: potency is the fitted concentration of half-maximal effect; % is set by controls: 0 for no effect and ±100 for the full control effect; nearly all actives have a fitted effect of over 60% in size
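KB-V1 MDR subline cells in DMEM (phenol-red free, 10% FBS) exposed to compounds in qHTS concentration series for 72 h at 37 degrees C. Viability read by CellTiter-Glo luminescence; concentration-effect curves fitted after normalization and correction.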
D3 antag = qHTS of D3 Dopamine Receptor Antagonist: qHTS; D3R cells, DiscoveRx beta-arrestin luminescence, antagonist mode; stronger effect = lower value; max response, negative = inhibition, %; 360,000 compounds, 2.5% hits; AID 652054, 2013; in the data active = max response below about -50%; inconclusive = no clear call, values can overlap the other calls; note: % is set by controls: 0 for no effect and ±100 for the full control effect; mostly tested at two doses, the higher about 12 µM
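Cells plated overnight at 1500 cells/well, then exposed to library compounds with dopamine controls for 90 minutes at 37 degrees C. DiscoveRx reagent added for 30–60 minutes at room temperature; luminescence read, quantitative HTS format.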
* = called active by the depositor; [ ] = another dose, or the depositor's remark. Unless noted, calls come from the whole dose curve; as a rule, active = well fitted curve in the direction sought with a large enough effect; inconclusive = small, poorly fitted or top-dose-only effect, or another doubt; inactive = no such curve, though single readings can be large; an effect the other way counts as inactive or inconclusive.

Results for CC(=O)Nc1ccc(C(=O)OCc2ccc(Br)cc2)cc1 ?
SW480 rereplic: 4%; D3 ag: 1; KB-3-1 cytotox: 3%; IL-1B inflam inh: 54; HT1080NT lethal: -6%; HT1080 IDH1KD tx: 0%; GLP1R ag: 2%; KB-V1 cytotox: 18µM*; D3 antag: 12

How did C=CCn1nc(-c2ccccc2)cc1C(=O)OCC do in these assays?
SW480 rereplic: -11%; D3 ag: 40*; KB-3-1 cytotox: -1%; IL-1B inflam inh: 6; HT1080NT lethal: 0%; HT1080 IDH1KD tx: 4%; GLP1R ag: 4%; KB-V1 cytotox: -3%; D3 antag: 112

Results for O=C(O)c1ccc(NCc2cccc(Br)c2)cc1 ?
SW480 rereplic: -690%[inhibitor]; D3 ag: 0; KB-3-1 cytotox: 0%; IL-1B inflam inh: 16; HT1080NT lethal: 1%; HT1080 IDH1KD tx: 5%; GLP1R ag: -1%; KB-V1 cytotox: inconclusive; D3 antag: -2

Results for CSc1nnc2c3c4c(sc3c(=O)n(-c3ccccc3)n12)CC(C)(C)OC4 ?
SW480 rereplic: -1%; D3 ag: -3; KB-3-1 cytotox: 17%; IL-1B inflam inh: -27; HT1080NT lethal: -7%; HT1080 IDH1KD tx: -1%; GLP1R ag: 1%; KB-V1 cytotox: 0%; D3 antag: 2

How did O=C(Cn1cnc2c(nnn2Cc2ccccc2)c1=O)NCc1ccccc1Cl do in these assays?
SW480 rereplic: -19%; D3 ag: 2; KB-3-1 cytotox: 8%; IL-1B inflam inh: 0; HT1080NT lethal: 8%; HT1080 IDH1KD tx: 5%; GLP1R ag: 0%; KB-V1 cytotox: -4%; D3 antag: 4

How did COc1ccc(OC)c(NC(=O)C2CCCN(S(=O)(=O)c3cccc4nsnc34)C2)c1 (configuration not stated) do in these assays?
SW480 rereplic: -4%; D3 ag: -6; KB-3-1 cytotox: 0%; IL-1B inflam inh: -2; HT1080NT lethal: -6%; HT1080 IDH1KD tx: inconclusive; GLP1R ag: -2%; KB-V1 cytotox: -12%; D3 antag: 0

What do the screens show for `O=C(Nc1nnc(-c2cccs2)o1)c1cccc(Oc2ccccc2)c1`?
SW480 rereplic: inconclusive; D3 ag: 1; KB-3-1 cytotox: 0%; IL-1B inflam inh: 27; HT1080NT lethal: inconclusive; HT1080 IDH1KD tx: inconclusive; GLP1R ag: -2%; KB-V1 cytotox: -18%; D3 antag: -19

Results for COc1ccc(C(CNC(=O)CCNC(=O)c2ccc(Br)cc2)N2CCOCC2)cc1 (configuration not stated) ?
SW480 rereplic: -1%; D3 ag: -2; KB-3-1 cytotox: -2%; IL-1B inflam inh: 0; HT1080NT lethal: -7%; HT1080 IDH1KD tx: 3%; GLP1R ag: 6%; KB-V1 cytotox: -29%; D3 antag: -3

What do the screens show for `Cc1nnsc1-c1nnc(SCC(=O)c2ccccc2)n1C1CC1`?
SW480 rereplic: -1%; D3 ag: 7; KB-3-1 cytotox: inconclusive; IL-1B inflam inh: -6; HT1080NT lethal: 1%; HT1080 IDH1KD tx: 11%; GLP1R ag: 6%; KB-V1 cytotox: -41%; D3 antag: 4

What do the screens show for `Cc1ccc(-c2nnn(CC(=O)NC3CC4CCC3C4)n2)cc1` (configuration not stated)?
SW480 rereplic: -30%; D3 ag: 2; KB-3-1 cytotox: -1%; IL-1B inflam inh: -6; HT1080NT lethal: -12%; HT1080 IDH1KD tx: -19%; GLP1R ag: 0%; KB-V1 cytotox: -15%; D3 antag: 21

What do the screens show for `CC(C)CCNC(=O)C1CCN(c2nc3ccccc3o2)CC1`?
SW480 rereplic: -3%; D3 ag: 5; KB-3-1 cytotox: inconclusive; IL-1B inflam inh: 16; HT1080NT lethal: -9%; HT1080 IDH1KD tx: -29%; GLP1R ag: -10%; KB-V1 cytotox: 13µM*; D3 antag: 5

What do the screens show for `CN(C)c1ccc(CC(=O)N2CCCCC2c2cc(C(=O)Nc3ccccc3Cl)no2)cc1` (configuration not stated)?
D3 ag: 10; KB-3-1 cytotox: 0%; IL-1B inflam inh: -11; HT1080NT lethal: 33µM*; HT1080 IDH1KD tx: inconclusive; GLP1R ag: -4%; KB-V1 cytotox: -6%; D3 antag: 43

Results for CC(=O)Nc1ccc(S(=O)(=O)N2CCC(C(=O)N[C@@H](C)C(=O)NC3CCCC3)CC2)cc1 ?
SW480 rereplic: -17%; D3 ag: 4; KB-3-1 cytotox: 0%; IL-1B inflam inh: -12; HT1080NT lethal: 1%; HT1080 IDH1KD tx: 10%; GLP1R ag: -6%; KB-V1 cytotox: 0%; D3 antag: 2

Results for Cc1csc(NC(=O)C2CCCCC2)n1 ?
SW480 rereplic: -53%[inhibitor]; D3 ag: 2; KB-3-1 cytotox: inconclusive; IL-1B inflam inh: 12; HT1080NT lethal: 3%; HT1080 IDH1KD tx: 10%; GLP1R ag: -1%; KB-V1 cytotox: 0%; D3 antag: 6

How did CC1(C)CC(=O)c2ccc(O)cc2O1 do in these assays?
SW480 rereplic: -2%; D3 ag: -1; KB-3-1 cytotox: -1%; IL-1B inflam inh: 5; HT1080NT lethal: 5%; HT1080 IDH1KD tx: 16%; GLP1R ag: 6%; KB-V1 cytotox: 23%; D3 antag: -13

Next section; it opens with the three that closed the last part.
Results for CC(=O)Nc1ccc(S(=O)(=O)N2CCC(C(=O)N[C@@H](C)C(=O)NC3CCCC3)CC2)cc1 ?
SW480 rereplic: -17%; D3 ag: 4; KB-3-1 cytotox: 0%; IL-1B inflam inh: -12; HT1080NT lethal: 1%; HT1080 IDH1KD tx: 10%; GLP1R ag: -6%; KB-V1 cytotox: 0%; D3 antag: 2

Results for Cc1csc(NC(=O)C2CCCCC2)n1 ?
SW480 rereplic: -53%[inhibitor]; D3 ag: 2; KB-3-1 cytotox: inconclusive; IL-1B inflam inh: 12; HT1080NT lethal: 3%; HT1080 IDH1KD tx: 10%; GLP1R ag: -1%; KB-V1 cytotox: 0%; D3 antag: 6

How did CC1(C)CC(=O)c2ccc(O)cc2O1 do in these assays?
SW480 rereplic: -2%; D3 ag: -1; KB-3-1 cytotox: -1%; IL-1B inflam inh: 5; HT1080NT lethal: 5%; HT1080 IDH1KD tx: 16%; GLP1R ag: 6%; KB-V1 cytotox: 23%; D3 antag: -13

Results for CCc1ccccc1N(CC(=O)OC)S(C)(=O)=O ?
SW480 rereplic: 2%[9.22 µM]; D3 ag: 0; KB-3-1 cytotox: 0%; IL-1B inflam inh: 9; HT1080NT lethal: -4%; HT1080 IDH1KD tx: -2%; GLP1R ag: -11%; KB-V1 cytotox: 4%; D3 antag: -18

Results for CSCC[C@@H](CO)NC(=O)[C@H]1O[C@@H](n2ccc(=O)[nH]c2=O)[C@H](O)[C@@H]1O ?
D3 ag: -8; KB-3-1 cytotox: 0%; IL-1B inflam inh: 19; HT1080NT lethal: 21%; HT1080 IDH1KD tx: 1%; GLP1R ag: 4%; KB-V1 cytotox: 1%; D3 antag: 0

What do the screens show for `Cc1ccc(NC(=O)CN2C(=O)C3CCCCN3C(=O)c3ccccc32)cc1` (configuration not stated)?
SW480 rereplic: -4%; D3 ag: 7; KB-3-1 cytotox: 11%; IL-1B inflam inh: -20; HT1080NT lethal: 10%; HT1080 IDH1KD tx: 13%; GLP1R ag: 0%; KB-V1 cytotox: 0%; D3 antag: 18

How did CCc1ccccc1NC(=S)N(CCCN(C)C)Cc1cc2cc3c(cc2[nH]c1=O)OCO3 do in these assays?
SW480 rereplic: -2%; D3 ag: 2; KB-3-1 cytotox: 2%; IL-1B inflam inh: -21; HT1080NT lethal: -3%; HT1080 IDH1KD tx: 0%; GLP1R ag: 2%; KB-V1 cytotox: 3%; D3 antag: 1

How did O=C(CC(=O)Nc1ccc(F)cc1)Nc1ccc(F)cc1 do in these assays?
SW480 rereplic: -3%; D3 ag: -6; KB-3-1 cytotox: 11%; IL-1B inflam inh: 56; HT1080NT lethal: -1%; HT1080 IDH1KD tx: -4%; GLP1R ag: 14%; KB-V1 cytotox: 29%; D3 antag: 34

What do the screens show for `CNc1nc(-c2ccc([N+](=O)[O-])cc2)cs1`?
SW480 rereplic: -8%; D3 ag: -13; KB-3-1 cytotox: inconclusive; IL-1B inflam inh: -29; HT1080NT lethal: -1%; HT1080 IDH1KD tx: -5%; GLP1R ag: 5%; KB-V1 cytotox: -1%; D3 antag: 18

How did CCOC(=O)CN1CC23C=CC(O2)C(C(=O)Nc2ccc(F)cc2)C3C1=O (configuration not stated) do in these assays?
SW480 rereplic: 1%; D3 ag: 1; KB-3-1 cytotox: -3%; IL-1B inflam inh: 1; HT1080NT lethal: 0%; HT1080 IDH1KD tx: 7%; GLP1R ag: 12%; KB-V1 cytotox: 1%; D3 antag: 5

What do the screens show for `COc1ccc(CNc2nc3ccccc3s2)cc1OC`?
SW480 rereplic: 7%; D3 ag: 5; KB-3-1 cytotox: -27%; IL-1B inflam inh: inconclusive; HT1080NT lethal: -17%; HT1080 IDH1KD tx: inconclusive; GLP1R ag: inconclusive; KB-V1 cytotox: -30%; D3 antag: 3
